Screening data from PubChem.
Tau fluor cs – counter-screen for tau fibril formation inhibitors | tau K18 P301L Alexa594 fluorescence, heparin fibrillization | Potency, µM (highest dose often 57.7 µM), for the others: at the highest dose activity change, negative = decrease | hit rate 0.93% among 280,000; note: % is set by controls: 0 for no effect and ±100 for the full control effect; nearly all actives have a fitted effect of over 55% in size
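Human K18 P301L tau (15 uM unlabeled plus 0.24 uM Alexa 594-labeled, final) in 100 mM sodium acetate pH 7 was mixed with compound and 20 uM heparin and incubated 6 hr at 37 C.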
HTT aggregate – mutant huntingtin aggregation inhibition | PC12 HttQ103-GFP aggregates, Acumen cytometry, 40 h | Potency, µM (series often up to 46.1 µM), inactives show at the top dose activity change, negative = inhibition, usual class: inhibitors | hit rate 1.1% among 220,000 | AID 1688; note: % is set by controls: 0 for no effect and ±100 for the full control effect; nearly all actives have a fitted effect of over 60% in size
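Ecdysone-promoter PC12 model expressing HTT exon 1 Q103 fused to GFP, induced by tebufenozide at 100 nM final. Compounds titrated; aggregates sized 1–25 µm scored on a 488 nm laser cytometer.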
Tau fibril FP – inhibitors of human tau fibril formation; P10636; K18 P301L tau heparin fibrillization, Alexa594 FP, 6 h; Potency, µM (top dose mostly 57.7 µM), for inactives: top-dose activity, negative = inhibition, usual class: inhibitors; hit rate 0.39% among 280,000; AID 1468; note: % is set by controls: 0 for no effect and ±100 for the full control effect; nearly all actives have a fitted effect of over 55% in size
Target sequence (P10636 561-689 P618L limits assumed): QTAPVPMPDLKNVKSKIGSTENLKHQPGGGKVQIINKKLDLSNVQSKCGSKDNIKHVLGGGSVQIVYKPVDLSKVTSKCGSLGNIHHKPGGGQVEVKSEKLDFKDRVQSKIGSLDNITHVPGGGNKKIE
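Human tau K18 […] P301L fragment, 15 uM unlabeled plus 0.24 uM Alexa 594-labeled tau (final), with compound and 20 uM heparin in 100 mM sodium acetate pH 7; 6 hr at 37 C, then Alexa 594 FP read.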
HTT ATP protect – cytoprotection in Huntington HTT-Q103 PC12 cell model | PC12 HTT-Q103 induced, cytoprotection, ATP luminescence, 40 h | Potency, µM (top dose mostly 56.4 µM), for inactives: cytoprotection (ATP increase), usual class: activators | hit rate 0.14% among 230,000 | AID 1471;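 note: % of control where 0% means no effect; nearly all actives have a fitted effect of over 45% in size; toxic huntingtin expression switched on by the ecdysone agonist tebufenozide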
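Compounds added alongside 100 nM tebufenozide, which induces toxic Q103 huntingtin exon 1-GFP in stable PC12 cells; surviving cells quantified by luminescent ATP measurement. Medium: phenol red-free DMEM, 5% equine and 5% calf serum.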
JMJD2E inh – JMJD2E (human) inhibition | Potency, µM (doses to about 57.1 µM), for the others: at the highest dose activity change, negative = inhibition, most hits filed as inhibitors | JMJD2E catalytic domain, FDH-coupled NADH fluorescence (FDH is formaldehyde dehydrogenase) | hit rate 1.6% among 230,000; active = well fitted inhibition curve with a large enough effect, not every such curve was filed as active; inconclusive = small, poorly fitted or top-dose-only effect, or another doubt; inactive = no such curve, though single readings can be large or run the other way;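 note: 0% = wells with enzyme and -100% = buffer wells without enzyme; nearly all actives have a fitted effect of over 50% in size; many of its hits are not listed in these tables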
Target sequence (B2RXH2 1-337 limits assumed): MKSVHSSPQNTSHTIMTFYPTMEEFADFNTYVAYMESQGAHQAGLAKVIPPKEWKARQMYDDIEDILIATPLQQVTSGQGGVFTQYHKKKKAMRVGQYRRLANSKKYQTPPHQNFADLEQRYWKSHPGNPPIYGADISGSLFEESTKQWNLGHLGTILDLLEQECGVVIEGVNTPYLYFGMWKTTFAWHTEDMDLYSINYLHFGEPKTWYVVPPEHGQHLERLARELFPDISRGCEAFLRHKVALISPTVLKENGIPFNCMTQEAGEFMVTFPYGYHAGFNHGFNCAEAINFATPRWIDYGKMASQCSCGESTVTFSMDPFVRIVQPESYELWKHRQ
Tau ThT inhib – blocks human tau fibril formation measured by thioflavin T; P10636; recombinant tau K18 P301L (four-repeat tau fragment), heparin-induced fibrillization, ThT fluorescence; Potency, µM (top dose mostly 57.4 µM), for inactives: top-dose activity, negative = inhibition, hits mostly inhibitors; hit rate 2.1% among 270,000; AID 1460; note: % is set by controls: 0 for no effect and ±100 for the full control effect; nearly all actives have a fitted effect of over 55% in size
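Recombinant human tau K18 fragment […] carrying P301L, 15 uM unlabeled plus 0.24 uM Alexa 594-labeled, was fibrillized with 20 uM heparin in 100 mM sodium acetate pH 7 for 6 hr at 37 C; 30 uM ThT fluorescence read after 1 hr.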
ALDH1A1 inh – ALDH1A1 (human) enzyme inhibition | AID 1030 | Purified ALDH1A1, NADH fluorescence, propionaldehyde substrate | hit rate 7.3% among 220,000 | Potency, µM (series often up to 75.3 µM), for the others: at the highest dose activity, negative = inhibition, hits mostly inhibitors; active = well fitted inhibition curve with a large enough effect, not every such curve was filed as active; inconclusive = small, poorly fitted or top-dose-only effect, or another doubt; inactive = no such curve, though single readings can be large or run the other way;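 note: plate controls were no enzyme wells and a reference inhibitor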
Target sequence (P00352 whole entry, looked up): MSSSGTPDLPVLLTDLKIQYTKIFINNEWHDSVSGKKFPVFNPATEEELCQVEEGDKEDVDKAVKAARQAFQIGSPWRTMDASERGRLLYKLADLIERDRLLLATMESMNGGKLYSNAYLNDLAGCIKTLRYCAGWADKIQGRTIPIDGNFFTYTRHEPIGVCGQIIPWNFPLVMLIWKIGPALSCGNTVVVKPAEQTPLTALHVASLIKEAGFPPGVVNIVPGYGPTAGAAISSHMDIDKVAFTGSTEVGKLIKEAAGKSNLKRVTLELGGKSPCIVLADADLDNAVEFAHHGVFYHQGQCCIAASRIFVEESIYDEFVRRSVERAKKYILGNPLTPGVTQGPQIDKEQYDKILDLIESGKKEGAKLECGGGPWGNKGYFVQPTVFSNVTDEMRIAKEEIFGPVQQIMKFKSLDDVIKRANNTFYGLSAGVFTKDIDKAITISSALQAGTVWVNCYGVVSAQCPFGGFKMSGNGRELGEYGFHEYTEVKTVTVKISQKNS
SMN2 splice up – SMN2 splice variant enhancement; HEK293 SMN2-luciferase splicing reporter, luminescence, 30-36 h; Potency, µM (top dose mostly 46.1 µM), for inactives: at the top dose activity change, positive = activation, most hits filed as activators; hit rate 2.8% among 210,000; note: % of control where 0% means no effect; nearly all actives have a fitted effect of over 55% in size
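HEK293 cells carry an SMN2 […]–luciferase reporter in which exon 7 inclusion puts luciferase in frame. Cells were plated 10-12 h before compound addition, then incubated 30-36 h at 37C. ONE-Glo luminescence was read; sodium butyrate at 4.5 mM final served as control.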
* hit, by the source's call; u = inconclusive; x = no result given; [ ] = remark or other dose. Unless noted, calls come from the whole dose curve; as a rule, active = well fitted curve in the direction sought with a large enough effect; inconclusive = small, poorly fitted or top-dose-only effect, or another doubt; inactive = no such curve, though single readings can be large; an effect the other way counts as inactive or inconclusive. Potency is the fitted concentration of half-maximal effect. A portion of the library, so the mix of outcomes need not match the whole.

SMILES | Tau fluor cs | HTT aggregate | Tau fibril FP | HTT ATP protect | JMJD2E inh | Tau ThT inhib | ALDH1A1 inh | SMN2 splice up
Cc1[nH]nc2c1C(c1ccc(F)cc1)C(C#N)=C(N)O2 (stereo unspecified) | -2% | 15% | -1% | -2% | -7% | 2% | u | 6%
O=C(c1cccc(C(F)(F)F)c1)N1CCCCCC1 | -4% | -28% | -2% | 27%[10 µM] | 5% | -7% | 12% | -9%
CSc1ccc(CN2CCN(C3CCCC3)C(CCO)C2)cc1 (stereo unspecified) | -3% | -15% | -8% | -23% | -1% | -7% | -3% | x
COc1ccc(CCNC(=O)c2cnn3ccccc23)c(OC)c1OC | -6% | -32% | -4% | -10% | u | -11% | u | -8%
Cc1cc([N+](=O)[O-])nn1CC(=O)Nc1c(C)n(C)n(-c2ccccc2)c1=O | 5% | -11% | 6% | -38%[inhibitor] | -3% | 6% | 4% | u
CC(NCc1ccc(OCc2ccc(Cl)cc2)cc1)C(O)c1ccccc1 (stereo unspecified) | -7% | -14% | 6% | x | 4% | -9% | 3% | -26%
Cc1ccc(NC(=O)COC(=O)CCC(=O)c2cccs2)cc1S(=O)(=O)N1CCOCC1 | -17% | 4%[9.22 µM] | -4% | 14% | 3% | -4% | -4% | 3%
N#CCCn1ncc2ccccc21 | 5% | 9% | 2% | 1% | -2% | 2% | 7% | -7%
O=C(COc1cccnc1[N+](=O)[O-])Nc1cccc(S(=O)(=O)N2CCOCC2)c1 | 3% | 1% | -2% | -11% | 2% | 1% | u | 5%
Cc1ccc2cc(C)c(Sc3nnnn3-c3ccccc3)nc2c1 | -7% | -4% | -7% | x | 9% | 2% | 5.6µM* | -31%[inhibitor]
O=C(Cc1ccc(Cl)cc1)Nc1ccc(SC(F)F)cc1 | -23% | -15% | u | 0%[0.074 µM] | 5% | 8% | 2% | 15%
Cn1cnnc1SCC(=O)NC(=O)NC1CCCC1 | 3% | 2% | -1% | 2% | 1% | 5% | -1% | -6%
Cc1ccccc1NC(=S)NCC(c1cccnc1)N1CCOCC1 (stereo unspecified) | 2% | -7% | 4% | -5%[10 µM] | 5% | -5% | -8% | 10%
S=c1[nH]nc(Nc2ccccc2)s1 | -9% | 10% | -1% | -41% | 18µM* | u | 6.3µM* | u
O=C(NC(=S)N1CCCCC1)C12CC3CC(CC(C3)C1)C2 | -4% | -16% | -2% | 2% | -8% | -9% | -10% | -13%
C=C(C)C(=O)Nc1cccc(C2=NOC3(C2)C[C@@H](C(N)=O)N(C(=O)c2cc([N+](=O)[O-])cc([N+](=O)[O-])c2C)C3)c1 (stereo partly specified) | -9% | 21%[9.22 µM] | 7% | 1%[10 µM] | -10% | 0% | x | x
O=C(Cc1ccc([N+](=O)[O-])cc1)NCc1ccncc1 | -3% | 2% | 2% | -12% | -4% | -7% | 3% | 3%
O=c1c(-c2ccc3c(c2)OCCO3)c(C(F)(F)F)oc2cc(O)cc(O)c12 | -13% | u | 0% | 28%[10 µM] | -4% | -15% | -3% | -7%
C/C(=N/Nc1nc(-c2ccccc2F)nc2ccccc12)c1ccccc1O | u | -11%[9.22 µM] | 6% | 1%[10 µM] | 2% | 10µM* | x | x
CC(C)CN1CCN(Cc2cc(F)ccc2-n2cccn2)CC1CCO (stereo unspecified) | -4% | -31% | -14% | -7% | 4% | -5% | 4% | x
CC1CCCCC12NC(=O)N(CC(=O)NCCc1ccccn1)C2=O (stereo unspecified) | -13% | -4% | -6% | 2%[10 µM] | -9% | -7% | -7% | x
CCC(=O)N1CCc2cc(S(=O)(=O)CCC(=O)NCc3ccc(OC)cc3)ccc21 | -22% | x | -3% | x | x | -12% | x | -1%
O=C(Nc1ccc2oc(-c3cccnc3)nc2c1)c1ccccc1F | -10% | x | u | x | x | -10% | x | 5%
COc1cccc(-c2cc(C(F)(F)F)nc(-n3nc(C)c(Br)c3C)n2)c1 | -14% | x | -3% | x | x | -14% | x | 6%
C/C(=N\NC(=O)c1ccc(N(C)C)cc1)c1ccc(C)c(C)c1 | -11% | -9% | 5% | -1%[10 µM] | 26% | u | 14µM* | x

Quoted at random: 4 entries already listed, in no set order.
SMILES | Tau fluor cs | HTT aggregate | Tau fibril FP | HTT ATP protect | JMJD2E inh | Tau ThT inhib | ALDH1A1 inh | SMN2 splice up
COc1ccc(CCNC(=O)c2cnn3ccccc23)c(OC)c1OC | -6% | -32% | -4% | -10% | u | -11% | u | -8%
S=c1[nH]nc(Nc2ccccc2)s1 | -9% | 10% | -1% | -41% | 18µM* | u | 6.3µM* | u
CC(C)CN1CCN(Cc2cc(F)ccc2-n2cccn2)CC1CCO (stereo unspecified) | -4% | -31% | -14% | -7% | 4% | -5% | 4% | x
Cn1cnnc1SCC(=O)NC(=O)NC1CCCC1 | 3% | 2% | -1% | 2% | 1% | 5% | -1% | -6%

The list continues.
SMILES | Tau fluor cs | HTT aggregate | Tau fibril FP | HTT ATP protect | JMJD2E inh | Tau ThT inhib | ALDH1A1 inh | SMN2 splice up
C=CCOC(=O)N[C@H](/C(C(=O)OC)=C(\C)NCc1ccccc1)c1cccc(OC)c1 | -4% | x | -3% | -29% | -3% | 0% | 3% | -13%
N#C/C(=C\c1cccc(Oc2ccc(C(F)(F)F)cc2[N+](=O)[O-])c1)c1nc2ccccc2[nH]1 | u | -24% | -9% | -23% | u | u | u | -24%
COc1cc(/C=C/C(=O)OCC(=O)Nc2ccc3c(c2)OCCO3)ccc1O | 1% | 8% | -7% | -13%[10 µM] | 0% | -2% | u | 26%
COc1cc(C#N)ccc1OCC(=O)Nc1cccc(S(=O)(=O)N2CCCC2)c1 | -22% | 9% | -5% | -6% | 1% | -5% | 13µM* | -3%
S=C1CCC(c2ccc(Br)cc2)=NN1c1ccccc1 | -21% | 16%[9.22 µM] | -1% | 24%[10 µM] | -5% | -15% | x | x
CC1(C)NC(=O)N(CC(O)CN2C(=O)NC(C)(C)C2=O)C1=O | 6% | 15% | 2% | 11% | 9% | 5% | 0% | 10%
Cc1ccc(Cn2nnc3c(=O)n(CC(=O)OCc4ccccc4)cnc32)cc1 | -21% | 6% | 0% | 17%[10 µM] | -7% | -5% | u | 11%
Clc1ccc(SCc2cc(-c3ccc(Cl)cc3)on2)cc1 | -24% | 30% | u | -2%[10 µM] | -6% | u | 8% | -7%
Cc1nc2ccc(F)cc2cc1C(=O)Nc1ccc(Cl)c(Cl)c1 | -26% | -4% | -8% | 4%[10 µM] | -17% | -1% | 10% | -13%
COc1cccc(/C=N/NC(=O)c2cnccn2)c1 | 19% | 12% | 10% | 4%[10 µM] | 0% | -1% | 1% | 17%
COc1cc(NC2=Nc3cccc4cccc2c34)cc(OC)c1OC | 6% | 19% | 2% | -5%[10 µM] | -5% | 3% | -13% | 8%
CCn1cc(Br)c(C(=O)Nc2ccc(F)cc2F)n1 | 4% | -16%[9.22 µM] | -1% | 7%[10 µM] | -1% | x | x | x
Cc1ccc2[nH]c(=O)c(CN(CC3CCCO3)C(=O)c3ccco3)cc2c1 (stereo unspecified) | 0% | -8% | 6% | 6% | 2% | 1% | 4% | 12%
CCNS(=O)(=O)c1c(C)cc(C)c(N(C)S(=O)(=O)c2ccccc2)c1C | -18% | -20% | -4% | 5% | 5% | -14% | 6% | -16%
O=C(COc1cccnc1[N+](=O)[O-])NCCc1ccc(F)cc1 | 3% | 12%[9.22 µM] | 11% | -44%[inhibitor][1.9 µM] | u | -3% | -8% | -12%
CCOc1ccc(-c2noc(CCCC(N)=O)n2)cc1OC | -5% | 0% | -6% | -4% | 0% | -7% | -8% | 1%
COc1cccc(OCCNC(=O)c2cc([N+](=O)[O-])cc([N+](=O)[O-])c2)c1 | -20% | 0% | 14% | -57%[inhibitor] | -1% | -7% | 6% | -4%
COc1ccccc1NC(=S)N(Cc1ccccc1)Cc1cccs1 | u | -8% | -7% | -32%[inhibitor] | -7% | -9% | -5% | -8%
CCCN(CCC)S(=O)(=O)c1ccc(C(=O)N2CCOCC2)cc1 | 0% | -6% | 7% | 20% | 0% | -7% | 4% | -15%
O=C(Nc1ncn[nH]1)C(F)(F)C(F)F | -7% | 12% | -9% | -1% | -15% | -8% | -2% | 17%
NS(=O)(=O)c1ccc(CCNC(=O)CCCCCNc2nc(=S)[nH]c3ccccc23)cc1 | 2% | 18% | -4% | 39%[10 µM] | 3% | -10% | 19% | -10%
Cc1occc1C(=O)NCc1cccc(CNC(=O)c2ccoc2C)c1 | 3% | -13% | 9% | 21%[0.074 µM] | 0% | -12% | -5% | 18%
Cc1ccc(NC(=O)CSCC(=O)O)cc1 | -12% | 3%[9.22 µM] | -4% | 2%[10 µM] | -1% | -8% | 1% | x
C/C=C/C(=O)Nc1cccc(C2=NOC3(C2)C[C@@H](C(N)=O)N(C(=O)/C(C)=C/C)C3)c1 (stereo partly specified) | 15% | -26%[9.22 µM] | 15% | 2%[10 µM] | 5% | 6% | x | x
COc1ccc(C2NC(=O)c3sc(=S)n(-c4ccccc4)c3N2)cc1 (stereo unspecified) | -11% | -10% | 4% | 2% | -1% | -11% | -6% | u

More compounds.
SMILES | Tau fluor cs | HTT aggregate | Tau fibril FP | HTT ATP protect | JMJD2E inh | Tau ThT inhib | ALDH1A1 inh | SMN2 splice up
C=CCCCCCCCC(=O)OC | -3% | 10%[9.22 µM] | 2% | -4%[10 µM] | 3% | -13% | 18µM* | x
O=C(O)CSc1c2c(nc3cc(C(=O)Nc4ccc(F)c(Cl)c4)ccc13)CCC2 | -6% | x | 1% | x | x | 9% | x | 2%
CN(CC(=O)Nc1ccccc1C(=O)N1CCCC1)S(=O)(=O)c1ccc(Br)cc1 | -11% | 3%[1.84 µM] | -7% | 13% | -3% | -7% | 6% | 4%
Cc1nn(CCOc2ccccc2)c(=O)n1-c1cccc(F)c1 | 2% | 6% | 0% | 36% | 8% | 0% | 3% | 1%
CN1C(=O)/C(=C/c2ccco2)SC1=Nc1cccc(C(=O)O)c1 | -11% | 16% | -11% | -2% | u | u | u | 4%
COc1cc(OC)cc(C(=O)NCC(=O)OCC(=O)C(C)(C)C)c1 | 2% | 17% | 7% | 26%[10 µM] | -3% | -1% | 5% | 1%
